MITF inh – inhibitors of human MITF; inhibition, % at 2.6 µM; 0.91% of 650,000 active; AlphaScreen MITF homodimerization, bead proximity signal; O75030; in the data active = inhibition above about 50%;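 also: 0% = vehicle wells with protein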
FBW7 act – human FBW7 E3 ligase activation, primary screen; normalized activity (activation), % at 26.1 µM; 0.13% of 650,000 active; AlphaScreen FBW7–phospho-cyclin E peptide binding, activator screen; in the data active = normalized activity above about 1.9%;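 also: purified mutant Fbw7 with reduced substrate affinity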
Target sequence (Q969H0 whole entry, looked up): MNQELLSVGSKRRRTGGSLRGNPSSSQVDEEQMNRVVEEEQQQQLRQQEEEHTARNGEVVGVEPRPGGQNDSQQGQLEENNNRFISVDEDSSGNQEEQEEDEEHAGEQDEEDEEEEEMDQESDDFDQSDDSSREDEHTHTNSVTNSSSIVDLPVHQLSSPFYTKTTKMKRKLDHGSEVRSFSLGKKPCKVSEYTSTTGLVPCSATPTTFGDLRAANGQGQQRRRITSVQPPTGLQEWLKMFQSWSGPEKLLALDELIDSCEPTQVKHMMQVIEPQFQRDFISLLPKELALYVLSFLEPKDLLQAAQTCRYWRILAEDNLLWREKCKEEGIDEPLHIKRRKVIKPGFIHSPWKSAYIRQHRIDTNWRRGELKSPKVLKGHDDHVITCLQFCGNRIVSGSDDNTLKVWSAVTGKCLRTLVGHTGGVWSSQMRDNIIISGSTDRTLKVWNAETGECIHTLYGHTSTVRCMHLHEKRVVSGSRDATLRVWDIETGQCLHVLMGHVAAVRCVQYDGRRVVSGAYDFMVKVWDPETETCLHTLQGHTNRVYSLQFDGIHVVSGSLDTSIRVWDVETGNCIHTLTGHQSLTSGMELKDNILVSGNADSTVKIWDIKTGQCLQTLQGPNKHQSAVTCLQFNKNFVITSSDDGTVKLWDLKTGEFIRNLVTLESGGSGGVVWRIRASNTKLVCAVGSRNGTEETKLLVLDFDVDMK
TEAD-YAP inh – TEAD-YAP interaction inhibition; HEK-TIYL cells, TEAD-Gal4/YAP UAS-luciferase luminescence; inhibition, % at 9.12 µM; 1.4% of 640,000 active; in the data active = inhibition above about 32%;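 also: 0% = median of test compound wells and 100% = reference inhibitor wells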
GPR151 ag – activators of human GPR151 | Q8TDV0 | PathHunter beta-arrestin GPR151 cells, luminescence | activation, % at 11.2 µM | 1% of 650,000 active; in the data active = activation above about 4.9%;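 also: 0% = median of compound wells and 100% = cells with positive control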
Target sequence (Q8TDV0 whole entry, looked up): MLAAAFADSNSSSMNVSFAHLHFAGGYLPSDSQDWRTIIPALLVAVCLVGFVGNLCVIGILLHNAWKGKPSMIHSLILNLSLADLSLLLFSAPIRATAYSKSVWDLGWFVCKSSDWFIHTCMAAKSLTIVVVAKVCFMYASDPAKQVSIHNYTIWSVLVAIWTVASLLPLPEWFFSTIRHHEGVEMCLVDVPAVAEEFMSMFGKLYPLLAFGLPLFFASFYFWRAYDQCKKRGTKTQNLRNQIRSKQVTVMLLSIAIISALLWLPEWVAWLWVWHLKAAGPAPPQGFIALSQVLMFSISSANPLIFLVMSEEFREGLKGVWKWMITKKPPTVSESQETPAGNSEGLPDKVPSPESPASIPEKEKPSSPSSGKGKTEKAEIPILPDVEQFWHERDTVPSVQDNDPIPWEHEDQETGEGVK
* = called active by the depositor; x = no result given; & = joins results of further samples.

Second line of a record – FBW7 act, MITF inh, TEAD-YAP inh, GPR151 ag
COc1cccc(-n2c(/C=C/c3ccc([N+](=O)[O-])cc3)nc3ccccc3c2=O)c1
  0.0, -8.0, -4.8, 1.7
CCCC1=C(C(=O)OCc2ccccc2)C2(C(=O)Nc3ccccc32)C(C(=O)OCC)=C(N)O1 (centres undefined)
  0.0, 9.6, -3.5, 0.9
COc1cc(/C=C/[N+](=O)[O-])cc(Cl)c1OCc1ccccc1C#N
  0.0, 8.4, 3.0, 0.0
N#Cc1ccc(NC(=O)COC(=O)Cc2ccc(F)cc2)cc1Cl
  0.5, -4.7, 7.8, 2.0
N[C@@H](Cn1oc(=O)[nH]c1=O)C(=O)O
  0.1, 7.0, x, -0.7
CC(=O)c1cccc(N/C(N)=N/[N+](=O)[O-])c1
  0.6, 3.4, 11.3, -1.9
Cc1ccc2c(=O)n(-c3ccc(Cl)c(Cl)c3)c(=O)[nH]c2c1
  -0.1, 1.4, 5.7, 0.9
NCCc1c[nH]c2c(Cl)ccc(Cl)c12
  0.2, -6.8, 4.2, 3.2
CN1C(=O)C(Cc2cccc3ccccc23)C(=O)N(C)C1=O
  0.0, 1.0, -8.8, -0.3
Cc1ccc2nc(NC(=O)c3c(O)c4ccccc4n(CCC(C)C)c3=O)sc2c1
  -0.1, -3.7, 0.4, -1.1
C=C[C@H]1CN2CC[C@H]1C[C@@H]2[C@H](O)c1ccnc2ccccc12
  0.1&0.2, 11.2&-2.6, 5.4&8.6, -0.7&-0.2
O=C(O)c1cccc(N=Nc2c(O)[nH]c(=O)[nH]c2=O)c1
  0.6, 15.5, -0.9, -6.6
COc1ccc(-n2nc(C(=O)NCC(=O)N3CCC4(CC3)OCCO4)c3ccccc3c2=O)cc1OC
  -0.2, -6.7, -18.7, 0.3
Nc1ccc(C(=O)CN2CCOCC2)cc1
  0.1, 1.7, -3.4, 1.0
c1ccc(C2CCC3CCCCN3C2)cc1 (centres undefined)
  0.0, 3.0, -4.2, 1.1
CC(=O)Nc1cccc(OC(=O)N(C)C)c1
  0.2, -2.1, 7.0, -0.4
CCOP(=O)(OCC)C(C)(C)NC(=O)C(Cl)(Cl)Cl
  0.1, -1.6, 6.3, -0.2
O=c1c2ccccc2nc(-c2ccc([N+](=O)[O-])cc2)n1-c1cccc(I)c1
  -0.1, 2.0, 6.8, -0.1
CCCCc1nc2ccccc2c(=O)n1-c1cccc(OC)c1
  0.0, 7.1, -1.4, -0.5
CCOC(=O)c1nc2ccccc2c(=O)n1-c1ccc(Br)cc1
  -0.2, -6.7, -5.7, 0.5
O=c1c2ccccc2nc(CSc2ncnc3nc[nH]c23)n1-c1ccccc1
  -0.1, 6.1, 7.9, 0.1
COc1ccc(CC(C)NCc2cc(NC(C)=O)cc(C(=O)N3CCCC3)c2)cc1 (centres undefined)
  0.0, 2.0, 1.3, -0.3
O=C(c1ccccc1Cl)c1cc(Cl)ccc1NC(=O)C12CC3CC(CC(C3)C1)C2
  0.5, 2.1, -1.6, -0.4
COc1ccc(-n2c(C)nc3ccccc3c2=O)cc1
  0.1, 10.3, 7.5, 0.4
COc1cc(OC)c(OC)cc1CN1CC2CC(C1)c1cccc(=O)n1C2 (centres undefined)
  -0.1, 10.5, 1.0, -0.1
CCCCn1c(C)c(C(=O)OCC)c2c(CN3CCN(C)CC3)c(O)ccc21
  0.0, 5.8, -9.4, 1.3
S=C=Nc1cccc(C2(N3CCCCC3)CCCCC2)c1
  0.1&0.4, -5.1&-4.4, 2.1, 0.9&0.2
O=C(c1ccc2c(c1)ncn2-c1ccc(F)cc1F)N1CCC2(CC1)OCCO2
  0.4, 19.7, -5.8, -1.2
CC(=O)O[C@H]1[C@H]2[C@@H](OC(=O)Cc3ccccc3)[C@@H](C)C[C@]2(OC(C)=O)C(=O)/C(C)=C/[C@@H]2[C@H](CC[C@@]13CO3)C2(C)C
  0.5&0.1, 8.7&11.0, -11.0&-1.2, -1.1&-1.4
CCc1nc2ccccc2c(=O)n1-c1ccc2ccccc2c1
  -0.1, 5.8, 7.8, -0.8
Cn1c(=O)c2[nH]c(CNCCc3ccccc3)nc2n(C)c1=O
  -0.3, 1.6, 3.0, -1.4
N=c1c2c3c(sc2ncn1Cc1ccco1)CCCC3
  -0.2, 10.9, -7.2, 1.9
CCOc1ccccc1CN(CCc1ccc2c(c1)OCO2)Cc1ccc(CC)cc1
  -0.1, 3.1, 6.0, 2.0
Cc1cccc(NC2=NCCCS2)c1C
  -0.1, 17.3, -0.1, -1.0
CC1=CC(=C2C(=O)NC(=S)NC2=O)C=C(C(F)(F)F)N1CCc1ccccc1
  -0.1, -1.9, 2.0, -1.0
CCOC(=O)C1=C(NC(=S)NC(=O)c2ccccc2)c2ccccc2CC12CCCC2
  0.0, 16.8, 41.5*, 0.4
Cc1cccc(-n2ncc3c(N4CC5CC(C4)c4cccc(=O)n4C5)ncnc32)c1 (centres undefined)
  0.1, 9.7, -6.5, -1.2
C/C(=N\O)C(C)(C)NCCc1c[nH]c2ccccc12
  -0.1, 7.7, -4.4, 2.3
Cc1ccc(-n2c(-c3ccccn3)nc3ccccc3c2=O)cc1
  -0.1, -4.6, -17.8, -0.2
COC(=O)C1C2NC(=S)NC1(C)Oc1ccccc12 (centres undefined)
  -0.3, 1.2, 8.4, 0.1
NC(CCP(=O)(O)O)C(=O)O (centres undefined)
  0.0&0.2, -5.5&25.7, -9.3, 1.9&-0.9
CC(=O)O[C@@H]1C[C@@]2(C)[C@H](c3ccoc3)C[C@H]3O[C@]32[C@]2(C)C(=O)C(O)=C3C(C)(C)C(=O)C=C[C@]3(C)C12 (some centres undefined)
  -0.1, 9.1, 71.7*, 2.6
CCOC(=O)c1nc2ccccc2c(=O)n1-c1ccc(C)cc1Br
  1.1, 6.9, 12.3, 4.6
CSc1ccc(CN2CCN(Cc3ccc(F)cc3)CC2)cc1
  -0.4, 77.6*, 10.2, 5.2*
O=c1c2ccccc2nc(CBr)n1-c1ccccc1Cl
  -0.1, -0.4, -3.7, -0.1
Fc1ccccc1CN1CCN(c2ccc(Cl)cc2)CC1
  0.0, 9.3, 2.7, 0.1
COc1ccccc1/C=C1\C(=O)NC(=O)N(c2ccc(Cl)cc2)C1=O
  0.1, 6.5, 1.0, -0.5
Cc1[nH]c2ccccc2c1CCNCc1cccnc1
  -0.5, -1.2, 2.7, 0.8
O=C(c1cc2ccccn2n1)N1CCC2(CC1)OCCO2
  0.1, -3.4, 3.4, -0.4
N#CCCn1cc(C(=O)O)c(-c2ccccc2)n1
  0.3, 12.2, -14.2, -0.2
CC(C)(NC(=O)C(Cl)(Cl)Cl)c1ccncc1
  0.0, 1.3, 1.1, -0.2
OCCN1CCN(Cc2cccc(Br)c2)CC1
  -0.1, 91.3*, 7.5, -0.1
O=C(Nc1ccc(F)cc1)Nc1ccc([N+](=O)[O-])c(C(F)(F)F)c1
  0.0, 1.4, -5.9, -0.4
COc1ccc(-c2ccc(SCCOC(N)=O)nn2)cc1
  0.1, 2.1, -41.4, -0.4
COc1ccccc1N1CCN(Cc2ccccc2C)CC1
  0.0, 2.5, 2.2, -0.7
NC(=O)Cn1cc(C=C2C(=O)NC(=O)NC2=O)c2ccccc21
  -0.4, -1.2, 4.8, -0.1
O=C1C2C3CCC(O3)C2C(=O)N1c1ccc(Cl)cn1 (centres undefined)
  0.2, 1.5, -4.3, 1.6
O=C(C1CC(c2ccc(Cl)c(Cl)c2)=NO1)N1CCC2(CC1)OCCO2 (centres undefined)
  0.1, 1.8, -58.8, 0.9
CN1C2CCC1CC(OC(=O)CCl)C2 (centres undefined)
  0.2, 2.9, 10.0, 1.0
O=C1NC(=O)C(=Cc2ccc(SCc3ccc(Cl)cc3)o2)C(=O)N1
  0.0, 8.3, 6.1, 0.3

(continued)
Second line of a record – FBW7 act, MITF inh, TEAD-YAP inh, GPR151 ag
CCOc1ccccc1CC1C(=O)N(C)C(=O)N(C)C1=O
  0.1, 7.3, -0.4, -0.1
CCCC1=C(C(=O)OCC)C2(C(=O)Nc3ccccc32)C(C(=O)OCC)=C(N)O1 (centres undefined)
  0.4, 19.2, 5.2, 0.8
COc1ccc(NC(=O)CN(C)CC(=O)Nc2ccc(C#N)c(Cl)c2)cc1
  0.2, 7.2, -0.3, 3.1
COc1cc(CNC(=O)CCCCCCC(C)C)c(I)cc1O
  x, 3.2, x, 0.7
O=C(c1cccn2c(=O)c3cc(Cl)ccc3nc12)N1CCC2(CC1)OCCO2
  0.5, 14.2, 5.7, -0.6
CCCn1ncc(C(=O)NC2(c3ccc(F)cc3)CCCC2)c1C
  -0.2, -13.9, 5.9, 2.7
CCC(C)N1CCN(C(=O)COc2cccc(C)c2)CC1 (centres undefined)
  -0.2, 44.0, -10.1, 1.7
Cc1nc2c(Cl)cc(Cl)cc2c(=O)n1-c1ccc(Br)cc1
  0.1, 13.7, -2.2, -1.7
O=C1CSC(c2cccc([N+](=O)[O-])c2)c2c(-c3ccccc3)nn(-c3ccccc3)c2N1 (centres undefined)
  -0.4, 3.5, 2.6, 0.8
O=[N+]([O-])/C=C/c1ccc(OCc2cccc(F)c2)cc1
  0.0, -19.2, -35.3, -1.9
CN1CC=C(c2noc(CCC(=O)Nc3nc4ccccc4s3)n2)CC1
  1.1, 29.0, -29.5, -0.6
CSc1nnc(C2CCCNC2)n1C (centres undefined)
  0.0, -2.5, 3.0, -0.2
O=C1C2CCCN2C(c2ccccc2Cl)N1c1ccccn1 (centres undefined)
  0.0, 3.6, 9.6, 0.9
CCOCc1ccc2oc(C(=O)OCCN(CC)CC)cc2c1
  0.0, -5.8, -11.7, -1.2
O=[N+]([O-])c1ccc(N2CCCC2)c2ccccc12
  -0.2, 14.4, 3.1, 0.6
COc1ccc(C2NCc3ccccc3-n3cccc32)cc1 (centres undefined)
  -0.2, 7.9, 9.5, -0.9
Oc1ccccc1CC1CC2CCN1CC2 (centres undefined)
  -0.2, 3.6, 2.1, 0.2
O=C(Cn1c[n+]([N-][N+](=O)[O-])cn1)Nc1ccc(Cl)cc1
  0.0, -1.1, 5.9, 1.9
CCn1c(O)c(C=Nc2ccc(N3CCOCC3)cc2)c(=O)n(CC)c1=S
  0.1, 8.5, -0.3, 1.7
CCN1CCN(C(=O)COc2ccc(C34CC5CC(CC(C5)C3)C4)cc2)CC1
  0.1, 5.1, -0.4, -0.1
CCOC(=O)c1c(C)n(Cc2ccc3c(c2)OCO3)c2ccc(O)cc12
  -0.1, 3.5, -33.5, 0.7
N#Cc1ccc(NC(=O)c2cccc(Br)c2)cc1Cl
  0.0, 8.5, -15.1, -1.4
C/C=C(\C)C(=O)O[C@H]1C[C@@H](OC(C)=O)[C@@]2(C(=O)OC)CO[C@@H]3C2[C@]12CO[C@](O)(C(=O)OC)[C@H]2[C@](C)(C12O[C@@]1(C)[C@H]1C[C@@H]2OC2OC=C[C@@]21O)[C@@H]3O (some centres undefined)
  0.0, 22.0, -8.3, -0.6
Oc1ccc(C2N(O)C3CCCCC3N2O)cc1 (centres undefined)
  0.0, -3.1, 1.4, -0.6
COc1ccc(/C=C2\C(=O)NC(=O)N(c3ccc(Br)cc3)C2=O)cc1OC
  -0.1, -0.2, 3.7, 3.1

Arranged by number of heavy atoms (ascending): part of the list above
Second line of a record – FBW7 act, MITF inh, TEAD-YAP inh, GPR151 ag
CSc1nnc(C2CCCNC2)n1C (centres undefined)
  0.0, -2.5, 3.0, -0.2
Oc1ccccc1CC1CC2CCN1CC2 (centres undefined)
  -0.2, 3.6, 2.1, 0.2
Oc1ccc(C2N(O)C3CCCCC3N2O)cc1 (centres undefined)
  0.0, -3.1, 1.4, -0.6
N#Cc1ccc(NC(=O)c2cccc(Br)c2)cc1Cl
  0.0, 8.5, -15.1, -1.4
O=[N+]([O-])/C=C/c1ccc(OCc2cccc(F)c2)cc1
  0.0, -19.2, -35.3, -1.9
CCOc1ccccc1CC1C(=O)N(C)C(=O)N(C)C1=O
  0.1, 7.3, -0.4, -0.1
O=C1C2CCCN2C(c2ccccc2Cl)N1c1ccccn1 (centres undefined)
  0.0, 3.6, 9.6, 0.9
COc1cc(CNC(=O)CCCCCCC(C)C)c(I)cc1O
  x, 3.2, x, 0.7
CCCn1ncc(C(=O)NC2(c3ccc(F)cc3)CCCC2)c1C
  -0.2, -13.9, 5.9, 2.7
CN1CC=C(c2noc(CCC(=O)Nc3nc4ccccc4s3)n2)CC1
  1.1, 29.0, -29.5, -0.6
CCn1c(O)c(C=Nc2ccc(N3CCOCC3)cc2)c(=O)n(CC)c1=S
  0.1, 8.5, -0.3, 1.7
O=C(c1cccn2c(=O)c3cc(Cl)ccc3nc12)N1CCC2(CC1)OCCO2
  0.5, 14.2, 5.7, -0.6
CCCC1=C(C(=O)OCC)C2(C(=O)Nc3ccccc32)C(C(=O)OCC)=C(N)O1 (centres undefined)
  0.4, 19.2, 5.2, 0.8
O=C1CSC(c2cccc([N+](=O)[O-])c2)c2c(-c3ccccc3)nn(-c3ccccc3)c2N1 (centres undefined)
  -0.4, 3.5, 2.6, 0.8
C/C=C(\C)C(=O)O[C@H]1C[C@@H](OC(C)=O)[C@@]2(C(=O)OC)CO[C@@H]3C2[C@]12CO[C@](O)(C(=O)OC)[C@H]2[C@](C)(C12O[C@@]1(C)[C@H]1C[C@@H]2OC2OC=C[C@@]21O)[C@@H]3O (some centres undefined)
  0.0, 22.0, -8.3, -0.6

A second format for 3 compounds above:
structure: CCC(C)N1CCN(C(=O)COc2cccc(C)c2)CC1 (centres undefined)
  FBW7 act: -0.2; MITF inh: 44.0; TEAD-YAP inh: -10.1; GPR151 ag: 1.7

structure: Cc1nc2c(Cl)cc(Cl)cc2c(=O)n1-c1ccc(Br)cc1
  FBW7 act: 0.1; MITF inh: 13.7; TEAD-YAP inh: -2.2; GPR151 ag: -1.7

structure: O=C1CSC(c2cccc([N+](=O)[O-])c2)c2c(-c3ccccc3)nn(-c3ccccc3)c2N1 (centres undefined)
  FBW7 act: -0.4; MITF inh: 3.5; TEAD-YAP inh: 2.6; GPR151 ag: 0.8

Bioassay records deposited in PubChem by The Scripps Research Institute Molecular Screening Center.

An excerpt; the hit share may differ from the screen's.
